MT1-MMP act inh: MT1-MMP (human) activation inhibition | P50281 | HT1080 RFP-PRO-GFP cells, GFP/RFP ratio fluorescence, overnight; percent of plate control window, DMSO zero | GFP/RFP ratio change, % at 20 µM | 360,000 compounds, 0.061% hits;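 active means GFP/RFP ratio change of at least 30% with cell ATP level not reduced by more than half and red fluorescence within 50% of control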; further: strong numbers were not always called active
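Material – HT1080 RFP-PRO-GFP cells · Control set – DMSO wells and RFP-L50D-GFP cells · Incubation – overnight cell settling, then overnight compound exposure, 37 °C, 5% CO2 · Compound dosing – single-point 20 µM compound, 1% DMSO · Read-out – GFP/RFP fluorescence ratio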
Rin1-Abl PPI inh: human Rin1-Abl interaction inhibition | TR-FRET Rin1/Abl binding, biochemical | AID 588664 | 360,000 compounds, 0.4% hits | P00519+Q13671 | inhibition, % at 7.35 µM; in the data active means inhibition above about 5%, passing the limit was not always enough
Target sequence (P00519 whole entry, looked up): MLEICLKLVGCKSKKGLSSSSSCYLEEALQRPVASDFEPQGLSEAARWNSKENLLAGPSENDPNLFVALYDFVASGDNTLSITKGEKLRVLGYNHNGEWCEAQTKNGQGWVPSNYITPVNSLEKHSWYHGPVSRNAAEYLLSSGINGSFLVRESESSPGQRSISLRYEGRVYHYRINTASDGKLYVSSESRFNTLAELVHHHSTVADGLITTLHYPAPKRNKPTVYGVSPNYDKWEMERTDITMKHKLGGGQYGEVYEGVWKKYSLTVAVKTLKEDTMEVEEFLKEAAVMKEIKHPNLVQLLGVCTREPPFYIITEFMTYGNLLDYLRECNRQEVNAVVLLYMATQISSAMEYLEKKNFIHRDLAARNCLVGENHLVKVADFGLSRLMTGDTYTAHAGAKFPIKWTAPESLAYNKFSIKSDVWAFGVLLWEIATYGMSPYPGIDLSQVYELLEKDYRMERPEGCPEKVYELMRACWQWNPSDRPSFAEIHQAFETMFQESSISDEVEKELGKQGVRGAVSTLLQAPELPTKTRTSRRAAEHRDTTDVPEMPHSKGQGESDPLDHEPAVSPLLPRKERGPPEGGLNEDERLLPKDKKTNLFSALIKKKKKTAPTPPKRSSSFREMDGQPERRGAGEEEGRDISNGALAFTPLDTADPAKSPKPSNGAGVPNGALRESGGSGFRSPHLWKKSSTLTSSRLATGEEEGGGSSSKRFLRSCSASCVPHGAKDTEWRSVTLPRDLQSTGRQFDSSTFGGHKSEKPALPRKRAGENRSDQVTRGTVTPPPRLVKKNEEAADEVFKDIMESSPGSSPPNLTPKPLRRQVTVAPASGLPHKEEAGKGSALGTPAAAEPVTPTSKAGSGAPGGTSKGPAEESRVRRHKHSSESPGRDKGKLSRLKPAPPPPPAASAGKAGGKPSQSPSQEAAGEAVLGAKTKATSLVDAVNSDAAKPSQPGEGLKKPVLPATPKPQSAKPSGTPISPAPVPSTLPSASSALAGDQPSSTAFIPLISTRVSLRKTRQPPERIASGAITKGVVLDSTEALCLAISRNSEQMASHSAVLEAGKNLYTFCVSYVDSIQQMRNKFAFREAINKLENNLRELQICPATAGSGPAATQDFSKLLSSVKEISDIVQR
Target sequence (Q13671 whole entry, looked up): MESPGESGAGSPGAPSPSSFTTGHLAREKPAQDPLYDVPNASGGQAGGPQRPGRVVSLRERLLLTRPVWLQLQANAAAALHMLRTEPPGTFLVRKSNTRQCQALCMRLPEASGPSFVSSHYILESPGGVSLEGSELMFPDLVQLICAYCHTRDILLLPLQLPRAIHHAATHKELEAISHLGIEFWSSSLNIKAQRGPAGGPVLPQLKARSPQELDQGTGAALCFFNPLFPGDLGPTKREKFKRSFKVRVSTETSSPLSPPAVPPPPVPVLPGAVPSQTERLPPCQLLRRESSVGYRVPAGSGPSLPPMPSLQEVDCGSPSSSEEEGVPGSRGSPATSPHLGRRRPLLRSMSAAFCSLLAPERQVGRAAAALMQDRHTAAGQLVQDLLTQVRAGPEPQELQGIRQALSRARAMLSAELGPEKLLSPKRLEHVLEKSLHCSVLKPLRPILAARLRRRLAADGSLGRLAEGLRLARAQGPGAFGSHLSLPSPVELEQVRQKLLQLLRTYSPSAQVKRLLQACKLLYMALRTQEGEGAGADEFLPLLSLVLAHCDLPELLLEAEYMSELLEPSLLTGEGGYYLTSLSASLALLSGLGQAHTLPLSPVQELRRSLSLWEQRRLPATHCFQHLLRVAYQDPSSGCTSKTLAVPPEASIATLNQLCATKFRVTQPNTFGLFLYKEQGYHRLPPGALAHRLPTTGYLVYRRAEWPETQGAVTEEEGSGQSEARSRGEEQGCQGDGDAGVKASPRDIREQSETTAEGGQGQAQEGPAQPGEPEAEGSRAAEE
CendR NRP1 mod: alters CendR peptide binding to human NRP-1. O14786. inhibition, % at 25 µM. FAM-RPARPAR peptide binding to NRP-1, fluorescence polarization. 360,000 compounds, 0.85% hits;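 active means inhibition or corrected inhibition above about 18%, plus a signal ratio from 0.5 to 1.5, limit read from the data, passing the limit was not always enough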; further: strong numbers were not always called active
SKN-1 block: C. elegans SKN-1 inhibition; C. elegans VP596 Pgst-4::GFP/RFP ratio, acrylamide-induced, 24 h; inhibition, % at 21.8 µM; 360,000 compounds, 0.49% hits; AID 624304;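 active means interference check ratio from 0.5 to 1.5 plus GFP to RFP signal ratio inhibition reaching or exceeding a fixed threshold, cut at about 30% in these data, passing the limit was not always enough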; further: some compounds called inactive have numbers as strong as hits
E coli Lon inh: inhibitors of E. coli Lon protease | 360,000 compounds, 0.42% hits | P0A9M0 | inhibition, % at 7.94 µM | purified E. coli Lon protease, fluorescence polarization; in the data active means inhibition above about 13%, passing the limit was not always enough;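 further: 0% = enzyme with probe and DMSO and 100% = no enzyme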
Neddylation inh: blocks human cullin neddylation | TR-FRET cullin neddylation, biochemical | calls only at 25 µM | 360,000 compounds, 0.58% hits; in the data active means inhibition above about 36%
FAS TE block: blocks the thioesterase domain of human fatty acid synthase; P49327; inhibition, % at 15 µM; 360,000 compounds, 0.67% hits; recombinant FAS-TE, OMFH fluorogenic substrate, fluorescence endpoint;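 active means compounds whose normalised, plate-corrected inhibition of enzyme fluorescence in the single-dose primary screen is 50% or more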;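 further: 0% = DMSO with enzyme and 100% = substrate without enzyme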
MsrA act: activates bovine MsrA enzyme | purified bovine MsrA, absorbance read-out | activation, % at 10.6 µM | 360,000 compounds, 0.3% hits; in the data active means activation above about 7.5%;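 further: 0% = vehicle and 100% = reference activator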
MLLE-PAM2 inh: inhibitors of microRNA-mediated deadenylation, human PABP1 MLLE binding. 360,000 compounds, 0.36% hits. GST-MLLE / FITC-PAM2 fluorescence polarization. P11940. inhibition, % at 20 µM; in the data active means inhibition above about 35%, passing the limit was not always enough;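 further: plate controls were DMSO wells with GST-MLLE for no effect and wells lacking GST-MLLE protein for full effect; some results filed as inactive read as strong as hits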
* = called active by the depositor; i = inactive; nt = no result given; + = active, no number.

Sample of the layout, 2 compounds:
Letters – A = MT1-MMP act inh; B = Rin1-Abl PPI inh; C = CendR NRP1 mod; D = SKN-1 block; E = E coli Lon inh; F = Neddylation inh; G = FAS TE block; H = MsrA act; I = MLLE-PAM2 inh
Molecule: Cc1c(C(=O)NCc2ccccc2C(F)(F)F)sc(=O)n1Cc1ccc(Cl)c(Cl)c1
  A = 5	B = -3	C = -2	D = 26	E = -9	F = i	G = 35	H = -2	I = -4

Molecule: CCCCCCSc1cccc(-c2nc3ccc(C)cn3c2NC2CCCCC2)c1
  A = 0	B = 1	C = -9	D = 2	E = 6	F = nt	G = 11	H = -6	I = -11

All compounds of this part, previewed entries included:
Letters – A = MT1-MMP act inh; B = Rin1-Abl PPI inh; C = CendR NRP1 mod; D = SKN-1 block; E = E coli Lon inh; F = Neddylation inh; G = FAS TE block; H = MsrA act; I = MLLE-PAM2 inh
Molecule: Cc1c(C(=O)NCc2ccccc2C(F)(F)F)sc(=O)n1Cc1ccc(Cl)c(Cl)c1
  A = 5	B = -3	C = -2	D = 26	E = -9	F = i	G = 35	H = -2	I = -4

Molecule: CCCCCCSc1cccc(-c2nc3ccc(C)cn3c2NC2CCCCC2)c1
  A = 0	B = 1	C = -9	D = 2	E = 6	F = nt	G = 11	H = -6	I = -11

Molecule: CC(C)CC(=O)N1CCN(Cc2ccc3c(c2)OCO3)CC1
  A = 4	B = 2	C = 6	D = 0	E = 5	F = i	G = -8	H = -1	I = -3

Molecule: CC1S/C(=N\N=C\c2cccc([N+](=O)[O-])c2)N(C(C)(C)C)C1=O (configuration not stated)
  A = -6	B = -3	C = 2	D = 1	E = -10	F = i	G = 54*	H = -5	I = -7

Molecule: COc1cc(NC(=O)Cc2cccs2)ccc1-n1cnnn1
  A = -3	B = -1	C = 16	D = -6	E = 3	F = i	G = 10	H = 1	I = 2

Molecule: Cc1cccc(C2(c3cccc(C)c3)CC2C(=O)Nc2ccc([N+](=O)[O-])cc2O)c1 (configuration not stated)
  A = -14	B = -1	C = -7	D = 7	E = 9	F = i	G = -16	H = -1	I = -10

Molecule: COc1cc(C)nc(Oc2ccc(OCCOc3ccc(C)cc3)nn2)n1
  A = 3	B = 1	C = 3	D = 17	E = -3	F = i	G = 2	H = 0	I = -14

Molecule: Cc1ccc(NC(=O)Cn2nnc(C(=O)NCc3ccc4c(c3)OCO4)c2N)cc1
  A = 1	B = 6	C = -26	D = -7	E = -4	F = i	G = -4	H = -12	I = -8

Molecule: Cn1c(CN2CCCCC2)nc2cc(NS(=O)(=O)c3ccc(F)cc3)ccc21
  A = 5	B = -2	C = 8	D = -2	E = 2	F = i	G = -1	H = -10	I = -5

Molecule: CC(=O)C(C)Oc1ccc2c3c(c(=O)oc2c1C)CCCC3 (configuration not stated)
  A = 2	B = 5	C = -1	D = 1	E = -5	F = nt	G = 12	H = 1	I = -5

Molecule: Cc1ccccc1C(=O)NC1CCCCCCC1
  A = -1	B = 1	C = -1	D = 13	E = -4	F = i	G = 1	H = -1	I = -2

Molecule: O=C(OC(c1ccc(NS(=O)(=O)c2ccccc2)cc1)(C(F)(F)F)C(F)(F)F)c1ccccc1
  A = 0	B = 3	C = 9	D = -4	E = -8	F = i	G = 37	H = 2	I = -9

Molecule: O=C(NCc1cccnc1)c1cc(Sc2cccc(Cl)c2)nc2ccccc12
  A = -3	B = -2	C = 0	D = 28	E = 0	F = i	G = 14	H = -3	I = 32

Molecule: CC(C)(C)c1cc(S(=O)(=O)CCc2ccncc2)cc(C(C)(C)C)c1F
  A = -41	B = 2	C = -3	D = 2	E = -5	F = i	G = 5	H = -3	I = -8

Molecule: O=C1NC(=O)C2(CCCCCC2)N1
  A = 1	B = 2	C = 17	D = 3	E = 1	F = i	G = -6	H = -1	I = -8

Molecule: COc1cccc(/C=N/NC(=O)c2[nH]nc3c2CCc2ccccc2-3)c1
  A = 10	B = -3	C = 0	D = -14	E = 0	F = i	G = 16	H = -3	I = -7

Molecule: C1CCN(c2nc(N3CCCCC3)nc(N3CCNCC3)n2)CC1
  A = -20	B = 2	C = -7	D = 9	E = 3	F = i	G = -12	H = 0	I = 13

Molecule: CC(C)n1nc(C(=O)OCC(=O)NCCc2ccc(S(N)(=O)=O)cc2)c2ccccc2c1=O
  A = -2	B = 4	C = -16	D = 12	E = -5	F = i	G = -6	H = -2	I = 12

Molecule: NNC(=S)NCc1ccccc1
  A = -2	B = -2	C = 5	D = 1	E = 8	F = i	G = -2	H = -6	I = -84

Molecule: N#C/C(=C\c1cc2c(cc1Br)OCO2)C(=O)NCC1CCCO1 (configuration not stated)
  A = 0	B = -1	C = -11	D = -9	E = -6	F = i	G = 26	H = 2	I = 12

Molecule: Cc1cc(CNC(=O)C2(C(F)(F)F)CC(CCCO)CCCO2)nn1C (configuration not stated)
  A = 3	B = 0	C = 1	D = 2	E = 3	F = i	G = -12	H = 0	I = 13

Molecule: Cc1ccc(C(=O)Oc2ccc(/C=C3\C(=N)N4N=C(N5CCOCC5)SC4=NC3=O)cc2)cc1
  A = 1	B = 1	C = -51	D = 10	E = -15	F = i	G = 2	H = -2	I = 12

Molecule: Cc1[nH]nc2c1C(=O)CCC2
  A = 3	B = 1	C = -9	D = -11	E = 1	F = i	G = -6	H = -2	I = -4

Molecule: CCOC(=O)C1CCCN(C(=O)/C=C/c2ccccc2)CC1 (configuration not stated)
  A = 9	B = -6	C = -2	D = 12	E = 1	F = i	G = -4	H = -6	I = 2

Molecule: COc1ccc(S(=O)(=O)Nc2cc3c4c(c2)CCC(=O)N4CCC3)cc1
  A = 4	B = -3	C = -3	D = 4	E = -6	F = i	G = -6	H = -1	I = 0

Molecule: Cc1cnc(NC(=O)c2cccc(S(=O)(=O)N3CCOCC3)c2)s1
  A = 2	B = -1	C = 19	D = 15	E = -18	F = i	G = -5	H = -2	I = -1

Molecule: CC(C)c1ccccc1NC(=O)CNCCOc1ccccc1F
  A = -2	B = 2	C = 9	D = 8	E = -6	F = i	G = -3	H = -3	I = -2

Molecule: CC(=O)Nc1nc2ccc(C(=O)NC3CCCCC3)cc2s1
  A = 6	B = -2	C = -11	D = 11	E = -8	F = i	G = -6	H = -5	I = 13

Molecule: CC(C)c1ccc(NS(=O)(=O)c2ccc3c(c2)NC(=O)CO3)cc1
  A = 4	B = 1	C = -4	D = -9	E = -2	F = i	G = 24	H = -1	I = 2

Molecule: CCOC(=O)C1(C)CCCN(C(=O)c2snnc2C)C1 (configuration not stated)
  A = -1	B = -3	C = -4	D = -18	E = -7	F = i	G = -8	H = -1	I = -1

Molecule: CC(C)OP(=O)(OC(C)C)C(O)c1cccc([N+](=O)[O-])c1 (configuration not stated)
  A = 6	B = -3	C = -4	D = 9	E = 5	F = i	G = -3	H = -3	I = -5

Molecule: Cc1ccc(CSc2nc3ccccc3c(=O)n2Cc2ccco2)cc1
  A = -2	B = -5	C = 12	D = 38*	E = 2	F = i	G = 24	H = 2	I = -6

Molecule: CCOC(=O)c1sc(=S)n(C)c1NC(=O)c1ccccc1
  A = 3	B = -4	C = -1	D = 6	E = 1	F = i	G = -9	H = -6	I = 38

Molecule: CN(C)C(=O)c1ccc(NC(=O)COC(=O)C2(c3ccccc3)CCCC2)cc1
  A = 15	B = 1	C = -2	D = -5	E = -14	F = i	G = 0	H = -13	I = -7

Molecule: COc1ccc(-c2csc(NC(C)c3nc4cc(Cl)c(Cl)cc4n3CCOCCO)n2)cc1 (configuration not stated)
  A = -3	B = 0	C = 7	D = 2	E = -4	F = i	G = 16	H = -1	I = -103

Molecule: c1ccc2c(c1)Nc1cc3ccccc3cc1S2
  A = 2	B = -1	C = -3	D = 3	E = -7	F = i	G = -1	H = -3	I = -24

Molecule: CN(C(=O)COc1ncnc2ccccc12)C1CCCCC1
  A = 2	B = 0	C = 20	D = 6	E = 1	F = i	G = -7	H = -1	I = 2

Molecule: CCN(CC)C(=O)Cn1cc(C(=O)C2CC2)c2ccccc21
  A = 3	B = 1	C = -4	D = 12	E = 1	F = i	G = -7	H = -2	I = 1

Molecule: CCc1nc(C)ccc1OC(=O)C12CC3CC(CC(C3)C1)C2
  A = -12	B = -3	C = 9	D = 5	E = 1	F = i	G = 13	H = -3	I = 5

Molecule: NNC(=O)c1cc(NS(=O)(=O)c2cccs2)cc(NS(=O)(=O)c2cccs2)c1
  A = -1	B = 2	C = -4	D = 17	E = -5	F = i	G = -7	H = 0	I = -34

Molecule: c1ccc(N2CC3COc4ccccc4C3=N2)cc1 (configuration not stated)
  A = -4	B = 1	C = 12	D = 21	E = -1	F = nt	G = 30	H = -3	I = 7

Molecule: CCN(CC(=O)Nc1ccc(OC)cc1)C(=O)c1ccc2c(=O)n3c(nc2c1)CCC3
  A = 0	B = 3	C = 2	D = -6	E = -4	F = i	G = -7	H = -4	I = 9

Molecule: CCN(CC(=O)Nc1ccc2c(c1)OCCO2)C(=O)/C=C/c1cccc(Br)c1
  A = -2	B = 1	C = -1	D = 15	E = -3	F = i	G = 12	H = -2	I = -1

Molecule: OCCNc1nc(Cl)nc(NCc2ccco2)n1
  A = 2	B = 2	C = 14	D = 12	E = 7	F = i	G = -3	H = -2	I = -1

Molecule: COc1ccc(/C=C/c2ccc(=O)n(Cc3ccccc3)n2)cc1
  A = -2	B = 5	C = 2	D = 14	E = -13	F = +	G = 35	H = -1	I = -5

Molecule: CCOC(=O)c1sc2ccccc2c1OC(=O)c1ccc(C)cc1
  A = -1	B = -3	C = 6	D = 6	E = 2	F = i	G = 31	H = -3	I = -6

Molecule: O=C(CN1CCN(S(=O)(=O)c2ccc(Br)cc2)CC1)Nc1ccc(F)cc1
  A = -2	B = 1	C = 2	D = 5	E = 0	F = i	G = 4	H = -4	I = -3

Molecule: CCn1c(Cn2nnc(-c3ccccc3)n2)nnc1SCC(=O)Nc1ccc(N(C)C)cc1
  A = 1	B = 4	C = 4	D = 10	E = -8	F = i	G = -2	H = -1	I = -70

Molecule: CC(C)COC(=O)n1ccc(C(=O)N2CCCCC2)n1
  A = -1	B = 3	C = 13	D = 2	E = -4	F = i	G = -6	H = -4	I = 2

Molecule: COc1ccc(-c2cc(=O)oc3cc(OC(C)C(=O)O)ccc23)cc1 (configuration not stated)
  A = 0	B = -7	C = -4	D = 21	E = 1	F = i	G = -6	H = -5	I = -2

Later entries
Letters – A = MT1-MMP act inh; B = Rin1-Abl PPI inh; C = CendR NRP1 mod; D = SKN-1 block; E = E coli Lon inh; F = Neddylation inh; G = FAS TE block; H = MsrA act; I = MLLE-PAM2 inh
Molecule: O=C(CCc1ccccc1)NC(=S)Nc1cccc(C(=O)O)c1
  A = 0	B = 0	C = -4	D = 13	E = -13	F = i	G = -2	H = -4	I = 14

Molecule: CCCOc1ccc(N2C(=O)CC(N(Cc3ccccc3)N=O)C2=O)cc1 (configuration not stated)
  A = 0	B = -1	C = -16	D = 0	E = 7	F = i	G = 10	H = -3	I = -2

Molecule: NC(=O)c1ccc(NC(=O)Cc2csc(-c3ccccc3)n2)cc1
  A = 0	B = -2	C = 0	D = -1	E = 3	F = i	G = -2	H = -2	I = -24

Molecule: Cc1ncc([N+](=O)[O-])n1CC(=O)NC1CCCCCC1
  A = 5	B = 2	C = 6	D = -13	E = 4	F = i	G = 0	H = -6	I = 4

Molecule: COc1ccc(/C=N/NC(=O)COc2cccc3cccnc23)cc1OC
  A = 1	B = 3	C = -12	D = -5	E = 4	F = i	G = -2	H = -4	I = -7

Molecule: N=c1n(CCN2CCCCC2)c2ccccc2n1CC(O)c1cccc(Br)c1 (configuration not stated)
  A = -7	B = 1	C = 23	D = 3	E = -3	F = i	G = -4	H = 3	I = 5
